# Screens: PubChem, Sanford-Burnham Center for Chemical Genomics
# HT1080 cytotoxicity = cytotoxicity in HT1080 fibrosarcoma cells, cell-based, fluorescence readout (AID 620) | HT1080 viability, fluorescence; higher % means a stronger effect | 87,000 tested, 0.42% active | cytotoxicity, % at 10 µM, or EC50 in µM where a hit was titrated; in the data active means cytotoxicity above about 50%;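 further: cells exposed to compound overnight then 4 h with Alamar Blue; 0% = vehicle DMSO and 100% = killing control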
# The depositor's hits bear a star. Only part of the results is shown; count on the stated rates, not on these rows.
SMILES,HT1080 cytotoxicity
CN(C)CCCOc1nc2c(c(=O)n(C)c(=O)n2C)n1C,9.3%
COc1ccc2nc(C(C)O)[nH]c2c1 (stereo not drawn),-5.8%
CCN(CC)S(=O)(=O)c1ccc(NC(=O)CSc2nnc(-c3cccc(OC)c3)n2C)cc1,-7.5%
O=C(COC(=O)C1CCN(S(=O)(=O)c2cc([N+](=O)[O-])ccc2Cl)CC1)Nc1ncc(Cl)cc1Cl,5.7%
Cc1cc(C(=O)CSc2nnc(-c3cccnc3)n2-c2ccccc2F)c(C)n1CC1CCCO1 (stereo not drawn),-16.7%
COc1cc2c(cc1NS(=O)(=O)N1CCCCC1)oc1ccccc12,12.6%
Cc1cc(C(=O)CSc2n[nH]c(N)n2)c(C)n1-c1ccc(F)cc1,0.8%
CN1CCN(S(=O)(=O)c2ccc(C(=O)Nc3ccccc3)cc2)CC1,-17.4%
Cc1nn(C)c(C)c1C(=O)NN,-2.5%
Cc1ccc(C2(CC(=O)N3CCCC3)CCOC(C(C)C)C2)cc1 (stereo not drawn),-8.8%

# A different layout for some results above:
COc1ccc2nc(C(C)O)[nH]c2c1 (stereo not drawn)
- HT1080 cytotoxicity: -5.8%

CCN(CC)S(=O)(=O)c1ccc(NC(=O)CSc2nnc(-c3cccc(OC)c3)n2C)cc1
- HT1080 cytotoxicity: -7.5%

O=C(COC(=O)C1CCN(S(=O)(=O)c2cc([N+](=O)[O-])ccc2Cl)CC1)Nc1ncc(Cl)cc1Cl
- HT1080 cytotoxicity: 5.7%

# More entries:
SMILES,HT1080 cytotoxicity
COC(=O)[C@@]1(Cc2ccc(F)cc2)[C@H]2c3cc(C(=O)N(C)C)n(Cc4nc5ccccc5[nH]4)c3C[C@H]2CN1C(=O)c1ccccc1,0.3%
Cc1cccc(NC2=NCC(=O)N2CCc2ccccc2)c1,-6.9%
CCN(C(=O)c1cc2cccc(OC)c2oc1=O)C1CCCCC1,3.2%
COc1ccc(C)cc1NC(=O)CSc1nnc(CC(=O)Nc2cccc(C(F)(F)F)c2)n1C,-0.1%
Cc1ccc(SCC(=O)Nc2cccnc2)cc1,2.3%
CCOC(=O)c1ccc(NC(=O)CCOc2ccc(C)cc2)cc1,-6.1%
O=C(OC(C(=O)NC1CCCCC1)c1ccccn1)c1cccs1 (stereo not drawn),-7.6%
N=C1C(c2nc3ccccc3[nH]2)=C(O)CN1c1ccc(F)cc1,-13.5%
COC(=O)c1ccc(C(NC(=O)c2ccccc2)[C@]2(C)C[C@H]2C2CCCCC2)cc1 (stereo partly drawn),2.8%
CCN(CC)S(=O)(=O)c1ccc(S(=O)(=O)N(CC(=O)Nc2ccccc2)Cc2ccco2)cc1,2.3%

# Shown as tab-separated lines: part of the list above
Structure	HT1080 cytotoxicity
COc1ccc(C)cc1NC(=O)CSc1nnc(CC(=O)Nc2cccc(C(F)(F)F)c2)n1C	-0.1%
Cc1ccc(SCC(=O)Nc2cccnc2)cc1	2.3%
CCOC(=O)c1ccc(NC(=O)CCOc2ccc(C)cc2)cc1	-6.1%

# More structures follow.
SMILES,HT1080 cytotoxicity
Cc1cc(C)nc(Nc2n[nH]c(-c3ccc(N)cc3)n2)n1,-1.6%
CC(C)(C)NS(=O)(=O)c1ccc(N2C(=O)c3ccccc3C2=O)cc1,-7.3%
CCOC(=O)Cc1csc(NC(=O)c2ccc(NC(C)=O)cc2)n1,-11.7%
O=C(Nc1nccs1)c1ccc(Br)c(S(=O)(=O)N2CCOCC2)c1,6.0%
CN(CCOC(=O)c1ccc2c(c1)OCCO2)C(C)(C)C,-1.2%
COCC(=O)Nc1ccc(Br)cc1,-14.8%
Cc1ccccc1-n1cnc2cc(NCc3cccs3)ccc21,33.7%
O=C(NCNC(=O)c1ccccc1)c1ccccc1,26.4%
CCN(CC)CCn1c(-c2ccccc2)nc(=S)c2c1CC(C)(C)OC2,-18.0%
Cc1ccc2oc(-c3ccccc3)c(C(=O)O)c(=O)c2c1,-6.5%
COc1cc(C(=O)N(CCc2ccccc2)C2=CC3CCC(C2)N3C)cc(OC)c1OC (stereo not drawn),15.7%
COC(=O)COc1ccc(S(=O)(=O)N2CCc3ccccc3C2)cc1C,-1.5%
COc1ccc(NC(=O)C2=C(C)C(=O)OC23CCC(C)CC3)cc1Cl (stereo not drawn),-13.0%
Cc1cc(C)c(C#N)c(SCc2[nH]nc3c2C(c2ccc(F)cc2)C(C#N)=C(N)O3)n1 (stereo not drawn),-6.0%
COc1ccc2c(c1)CCc1c(C(=O)Nc3c(C)nn(Cc4ccccc4)c3C)noc1-2,3.2%
Cc1cccc(C2NS(=O)(=O)N=C2N)c1 (stereo not drawn),-2.7%
O=c1ccc(Oc2nc(N3CCOCC3)nc(N3CCOCC3)n2)nn1-c1ccccc1,17.5%
C=C(C)c1cccc(C(C)(C)NC(=O)N2CCN(C/C=C/c3ccccc3)CC2)c1,-5.5%
Cc1cc(C)n(C(=O)COc2ccc(Cl)cc2Cl)n1,-1.2%
CCN(CC)S(=O)(=O)c1ccc(NS(=O)(=O)c2ccc(F)cc2)cc1,-0.5%

# Among those listed so far, two have a furan ring, fused or not:
SMILES,HT1080 cytotoxicity
COc1cc2c(cc1NS(=O)(=O)N1CCCCC1)oc1ccccc12,12.6%
CCN(CC)S(=O)(=O)c1ccc(S(=O)(=O)N(CC(=O)Nc2ccccc2)Cc2ccco2)cc1,2.3%

# (next part)
SMILES,HT1080 cytotoxicity
CN(C)CCOc1ccccc1-c1ccccc1,-15.7%
O=[N+]([O-])c1cnccc1Nc1cccc(F)c1,-3.6%
Clc1ccc(Nc2nc(-c3cccnc3)cs2)cc1,-13.4%
CCC(C)(C(=O)NC1CCCCC1)N(Cc1cccs1)C(=O)Cc1cccs1 (stereo not drawn),-5.2%
CCOC(=O)CSc1nnc(-c2ccccc2)o1,8.3%
COc1cc(NC(=O)C2CCCN(c3ncccn3)C2)cc(OC)c1 (stereo not drawn),2.1%
CCOC(=O)C1CCN(C(=O)c2ccc(N(C)S(C)(=O)=O)cc2)CC1,7.4%
O=Cc1c(Sc2ccccn2)nc2ccccn2c1=O,-7.1%
Cc1nnc(SCC(=O)NC2CCCC2)s1,6.9%
CCN(CC)C(=O)CSc1nnc(-c2ccncc2)n1N,28.5%
CC1CN(C)C(c2ccccc2)C(C)C12NC(=O)NC2=O (stereo not drawn),5.9%
c1ccc(C2[C@H]3CN(Cc4cccnc4)[C@H](c4ccccc4)C34CC2(c2ccccc2)C4)cc1 (stereo partly drawn),4.1%
O=C(Nc1ccc(Cl)cn1)c1ccccc1F,14.2%
Cc1ccc(S(=O)(=O)N=Nc2c(O)[nH]c3ccccc23)cc1,-8.0%
Cc1ccc(-c2cc(-c3cccs3)[nH]n2)c(O)c1,9.2%
CCc1nc(SCc2nc3ccccc3[nH]2)c2oc3ccccc3c2n1,1.6%
Cc1cc(C)n(-c2nc(O)cc(=O)[nH]2)n1,20.1%
CC(C)(C)n1nnnc1C(c1cccs1)N1CCN(c2ccccc2)CC1 (stereo not drawn),-7.8%
Cc1[nH]c2ccccc2c1C(=O)CSc1nncn1C,16.1%
CCOC(=O)c1ccc(NC(=O)CSc2nnc(CNc3ccc(C)cc3)n2C)cc1,-2.5%
Cc1ccccc1S(=O)(=O)Nc1nc2ccccc2nc1NCCO,-5.3%
Cc1cc(=O)oc(C)c1C(=O)OCC(=O)c1ccc(Cl)c(Cl)c1,10.3%
O=C1c2ccccc2C(=O)N1c1ccc(Cl)cn1,3.4%
CCCS(=O)(=O)N1CCN(C(=O)COc2ccc(OC)cc2)CC1,2.9%
COc1ccccc1C(=O)Nc1cc2cc(Br)ccc2oc1=O,12.6%
COc1ccccc1OC(C)C(=O)Nc1nc(-c2ccc(S(=O)(=O)N3CCOCC3)cc2)cs1 (stereo not drawn),-16.7%
Cc1nnc(NC(=O)c2cccc(Br)c2)s1,-0.1%
CCc1ccc(CNn2cnnc2SCC(=O)NC(C)(C)C)cc1,8.2%
Cn1c(NCCCO)nc2ccccc21,-11.9%
CNC(=O)C1CCC(=O)N1Cc1ccccc1Cl (stereo not drawn),4.7%
O=C(CNC(=O)c1ccco1)NCC(=O)OCc1ccc(C(=O)Oc2ccc(Cl)cc2)cc1,-8.9%
COC(=O)c1cc(OC)c(OC)cc1NC(=O)Nc1ccc(OC)cc1,-10.5%
O=C(CSc1nnc(-c2ccc(Cl)cc2)n1Cc1ccco1)NCc1ccc2c(c1)OCO2,2.1%
O=C1/C(=C\Nc2ccccc2)CCN1c1ncccn1,4.5%
CCC(=O)N1CCCn2c1nc1ccccc12,10.3%
COc1ccc(-n2c(C)nc3cc(C(=O)NCCN4CCOCC4)ccc32)cc1,-2.5%
COc1ccc(C(=O)Nc2ccc(Cl)cc2C(=O)NCCN2CCOCC2)cc1,4.6%
CCOC(=O)C1=C(O)C(Nc2nc3ccccc3s2)(C(F)(F)F)N=C1C (stereo not drawn),-5.4%
O=C(Nc1ccc(N2CCOCC2)cc1)c1cccc(S(=O)(=O)N2CCC(Cc3ccccc3)CC2)c1,-3.8%
[O-]/C(=C(\C(=S)Nc1cccc2ccccc12)[n+]1ccccc1)c1ccc2c(c1)OCCO2,26.6%
Cc1ccccc1NC(=O)c1ccc2c(c1)C(=O)N(CCC(C)C)C2=O,-20.1%
Cc1ccc(NC(=O)COc2ccccc2CNC(C)(C)CC(C)(C)C)cc1,5.1%
O=C(CSCc1c(Cl)cccc1Cl)NCc1ccco1,6.4%
Cc1ccc2nc(N3CCN(S(=O)(=O)c4ccc5c(c4)OCCO5)CC3)c(C#N)cc2c1,-15.6%
CCn1c(SCC(=O)c2ccc(OC)cc2)nnc1C1CC1,-13.4%
O=S(=O)(NCC1CCCO1)c1ccc(S(=O)(=O)N(Cc2ccccc2F)C2CCCCC2)cc1 (stereo not drawn),-0.5%
Cc1cc(C)cc(Oc2nc(-c3ccccc3)cc(C)c2S(C)(=O)=O)c1,12.3%
COc1ccccc1-c1nn2c(=O)cc(C)nc2s1,-3.9%
COC(=O)C(C(=O)OC)c1ccccc1[N+](=O)[O-],-6.4%
Cn1nc(C(=O)NC2=NCCS2)ccc1=O,9.8%

# Continued.
SMILES,HT1080 cytotoxicity
COc1ccccc1Nc1ncccc1C(=O)NCc1ccccc1,2.8%
CCOC(=O)C1=NN(c2ccccc2)C2=NC(C)=C(C(=O)OC)C(c3cccs3)N12 (stereo not drawn),13.7%
CCC/C=C(\CCC)C(NC(=O)c1ccc(-c2ccccc2)cc1)c1ccc(C(=O)OC)cc1 (stereo not drawn),-24.8%
CC(=O)N1CCN(S(=O)(=O)c2ccccc2)C1c1ccccc1 (stereo not drawn),11.3%
Cc1cccc(NS(=O)(=O)c2ccc3c(c2)OCCO3)c1,5.2%
NC(=O)c1ccccc1NC(=O)/C=C/C(=O)O,4.2%
Cc1cccc2c(=O)c(C(=O)NCc3cccs3)c[nH]c12,-8.0%
O=C(CCn1c(=O)c2ccccc2n(CC(=O)NC2CCCC2)c1=O)NCCc1ccc(Cl)cc1,5.6%
CC(C)c1nc2sc3c(NCc4ccccc4)ncnc3c2c2c1COC(C)(C)C2,-16.1%
COc1c(C(C)C)cc(NC(C)=O)cc1C(C)C,-6.3%
Cc1c(C(=O)Nc2ccc3c(c2)OCO3)sc2ncn(CC(=O)N3CC(C)CC(C)C3)c(=O)c12 (stereo not drawn),-13.7%
CCC1=C2CC[C@H]3C(=O)N(c4ccccc4)C(=O)[C@H]3[C@H]2[C@@]2(Cc3ccccc3)C(=NCCc3c[nH]c4ccccc34)OC(=O)N2C1=O,1.7%
COc1cc(NC(=O)CCCSc2nc(-c3ccco3)cc(C(F)(F)F)n2)cc(OC)c1OC,-0.6%
CC1(C)N=C(c2cccs2)C(C)(C)N1O,-2.8%
O=C1CCC(C(=O)OCC(=O)N2N=C3/C(=C/c4ccccc4)CCCC3C2c2ccccc2)N1 (stereo not drawn),-6.7%
CCCCOC(=O)Nc1cc(Cl)ccc1C,-6.2%
Cc1nn(C)c(C)c1N1C(=O)c2cccc3c(Br)ccc(c23)C1=O,7.3%

# Quoted at random: five records from the list.
SMILES,HT1080 cytotoxicity
CCOC(=O)C1=NN(c2ccccc2)C2=NC(C)=C(C(=O)OC)C(c3cccs3)N12 (stereo not drawn),13.7%
COc1ccccc1Nc1ncccc1C(=O)NCc1ccccc1,2.8%
Cc1nn(C)c(C)c1C(=O)NN,-2.5%
Cc1ccccc1-n1cnc2cc(NCc3cccs3)ccc21,33.7%
O=C1c2ccccc2C(=O)N1c1ccc(Cl)cn1,3.4%
